# TAAR1 agonist: agonists of human TAAR1; Q96RJ0; CHO RD-HGA16 TAAR1, Fluo-8 calcium fluorescence; vehicle wells 0%, saturating PEA agonist 100%; activation, % at 3 µM; hit rate 0.99% among 360,000; AID 624467;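 active means activation above the mean activation of all test compounds in the run plus 3 SD, cut at about 38% in these data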
# Target sequence (Q96RJ0 whole entry, looked up): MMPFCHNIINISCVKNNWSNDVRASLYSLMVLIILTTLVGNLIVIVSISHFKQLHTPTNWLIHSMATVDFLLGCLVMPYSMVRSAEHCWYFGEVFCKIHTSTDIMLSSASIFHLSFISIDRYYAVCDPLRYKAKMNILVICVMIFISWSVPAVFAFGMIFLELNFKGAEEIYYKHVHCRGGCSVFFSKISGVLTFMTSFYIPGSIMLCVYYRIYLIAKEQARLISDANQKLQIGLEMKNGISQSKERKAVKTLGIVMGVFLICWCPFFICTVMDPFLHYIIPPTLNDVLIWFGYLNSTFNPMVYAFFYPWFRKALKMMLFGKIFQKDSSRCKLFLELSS
#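 Assay system – CHO-derived RD-HGA16 cells with stable Gα16 and human TAAR1 · Compound dosing – one-point dosing at 3 µM (nominal) · Incubation – 17-24 h seeding, 75 min 37 °C dye, 30 min RT · Measured by – kinetic Fluo-8 calcium fluorescence · Control set – DMSO vehicle as 0%, PEA at EC100 as 100% · Repeats – single well for each compound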
# TAAR1 antagonist: human TAAR1 antagonism; hit rate 1.5% among 360,000; CHO RD-HGA16 TAAR1, Fluo-8 calcium fluorescence, antagonist; inhibition, % at 3 µM;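 active means inhibition above a per-plate cutoff, the mean inhibition of test compounds on that plate plus 3 SD, cut at about 49% in these data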;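 further: 0% = DMSO plus EC80 beta-PEA response and 100% = DMSO alone without agonist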
#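 Test system: hTAAR1-expressing CHO RD-HGA16 cells, Gα16-coupled; Probe or stimulus: EC80 β-phenethylamine stimulus; Compound dosing: single nominal final test compound concentration of 3 µM; Timing: 140 s kinetic read after compound, 140 s after agonist; Signal: Fluo-8 calcium-sensitive fluorescence; Measure: % inhibition of agonist calcium response; Controls: DMSO and EC80 PEA controls.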
# M1 ag: human M1 muscarinic receptor agonism. P11229. CHO-K1 hM1, Fluo-8 calcium fluorescence, agonist mode; 0% DMSO, 100% acetylcholine EC100. activation, % at 3 µM. hit rate 0.33% among 360,000. AID 588814;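 active means activation above the run's mean compound activation plus 3 SD, cut at about 16% in these data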;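 further: peak over basal fluorescence ratio within a 140 s kinetic read after compound addition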
# M1 PAM: positive allosteric modulators of human M1 muscarinic receptor; AID 588819; activation, % at 3 µM; CHO-K1 hM1, Fluo-8 calcium fluorescence, ACh EC20; 0% = ACh EC20, 100% = maximal ACh; hit rate 0.088% among 360,000; in the data active means activation above about 19%, passing the limit was not always enough
# CHRM1 antagonist: human CHRM1 antagonism; P11229; CHO-K1 hM1, Fluo-8 calcium fluorescence, ACh EC80 antagonist; inhibition, % at 3 µM; hit rate 1.3% among 360,000; AID 588852;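 active means percent inhibition above its own plate's cutoff, namely the mean of that plate's compound wells plus 3 SD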;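 further: peak over basal fluorescence ratio during 140 s after agonist addition; 0% = ACh EC80 plus DMSO and 100% = DMSO alone without agonist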
# OXTR potentiator: potentiators of human oxytocin receptor | CHO-OTR cells, Fluo-8 calcium fluorescence, potentiator mode; 0% = oxytocin EC15, 100% = EC100 | P30559 | activation, % at 3 µM | AID 2445 | hit rate 0.061% among 320,000;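 active means activation above that plate's cutoff, the mean activation of tested compounds plus 3 SD, cut at about 6.6% in these data, passing the limit was not always enough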;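 further: 100% uses oxytocin at 75 nM as the full agonist control; some results filed as inactive read as strong as hits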
# Target sequence (P30559 whole entry, looked up): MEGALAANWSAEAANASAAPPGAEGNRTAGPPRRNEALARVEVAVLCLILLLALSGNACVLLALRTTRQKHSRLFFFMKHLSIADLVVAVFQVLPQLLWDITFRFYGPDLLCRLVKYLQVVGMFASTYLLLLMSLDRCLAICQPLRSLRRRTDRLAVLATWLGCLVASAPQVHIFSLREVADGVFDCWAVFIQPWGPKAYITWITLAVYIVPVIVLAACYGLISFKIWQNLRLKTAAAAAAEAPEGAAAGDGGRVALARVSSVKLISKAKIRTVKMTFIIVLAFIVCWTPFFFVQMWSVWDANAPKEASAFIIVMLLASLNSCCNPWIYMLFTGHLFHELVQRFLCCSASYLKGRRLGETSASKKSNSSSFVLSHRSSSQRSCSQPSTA
#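 Assay system: CHO cell line stably expressing human OTR. Reagent: EC15 oxytocin agonist. Dosing: single dose, 3.0 µM nominal final compound concentration. Timing: compound 6 min at room temperature before oxytocin, 100 s read. Signal: kinetic Fluo-8 calcium fluorescence. Controls: oxytocin EC15 low and EC100 high.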
# OXTR agonist: human OXTR agonism; CHO-OTR cells, Fluo-8 calcium fluorescence; normalized: DMSO 0%, oxytocin 100%; activation, % at 3 µM; hit rate 0.32% among 320,000; AID 2435;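 active means activation above the mean of all tested compounds plus 3 SD, cutoff set per screening run, cut at about 20% in these data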;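 further: peak over basal fluorescence ratio from a 100 s FLIPR kinetic read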
# CHO parental Ca: counter-screen: ATP calcium response change in parental CHO cells; parental CHO-K1, ATP-induced calcium, Fluo-8 fluorescence; inhibition, % at 5.6 µM; hit rate 0.63% among 330,000; AID 463079;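 active means inhibition above that plate's mean sample inhibition plus 3 SD, cut at about 26% in these data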;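 further: 0% = ATP-challenged DMSO wells and 100% = DMSO wells without ATP; some compounds past the cut are filed as inactive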
#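 Assay system – parental CHO cells · Reagent – ATP stimulus · Detection – intracellular calcium via Fluo-8 no-wash fluorescent dye · Evaluation – percent inhibition of ATP-evoked calcium rise, normalized to controls · Controls – ATP wells versus no-ATP DMSO wells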
# V1R ag counter: activates human V1a receptor in oxytocin agonist counter-screen | hit rate 0.25% among 320,000 | AID 2797 | CHO-V1R cells, Fluo-8 calcium fluorescence, agonist mode; 0% DMSO, 100% 3 nM vasopressin | P37288 | activation, % at 3 µM;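 active means activation above the mean activation of all tested compounds plus 3 SD, per screening run, cut at about 20% in these data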;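 further: signal is peak over basal fluorescence ratio across a 100 second FLIPR read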
# Active calls of the source: *; . = no result given.
SMILES,TAAR1 agonist,TAAR1 antagonist,M1 ag,M1 PAM,CHRM1 antagonist,OXTR potentiator,OXTR agonist,CHO parental Ca,V1R ag counter
CN(CC1CCCN(CCc2ccc(Cl)cc2)C1)C(=O)c1ccco1 (stereo not drawn),-1,-20,-6,-16,35*,-13,0.3,-27,1.2
CCOC(=O)C1(Cc2ccccc2C)CCCN(C(=O)c2ccc(COC)o2)C1 (stereo not drawn),1,-2,-2,4,2,-6,-0.9,-23,2.3
O=C(c1cc(COc2cccc3cnccc23)on1)N1CCC(c2ccccc2Cl)C1 (stereo not drawn),5,12,0,-15,42,-11,4.0,0,6.0
O=C(CN1C(=O)CCC1=O)Nc1ccc2c3c(cccc13)CC2,1,-14,-3,11,-38,-11,0.4,-16,0.1
O=C(c1cccnc1)N1CCN(C(=O)c2ccco2)CC1,1,-6,-5,3,-4,3,-0.3,-15,0.2
Cc1cc(C(=O)NCc2cc(C)n(C)n2)sc1-c1ccccc1,4,12,-2,-13,9,-12,11,-17,6.5
O=C(O)C(Cc1ccccc1)N1C(=O)c2cccc3cccc(c23)C1=O (stereo not drawn),12,-3,-3,-2,-3,0,1.0,-1,1.9
Cc1ccc(NC(=O)N2CCC(C(=O)Nc3ccc(C)cc3C)CC2)cc1,9,1,-2,6,-11,-4,-1.3,-12,0.6
CC(=O)C1(C)CCC2C3C=C(C)C4=CC(=O)CCC4(C)C3CCC21C (stereo not drawn),-1,8,-3,6,-11,.,.,.,.
O=C(Nc1ccon1)Nc1cc(Cl)ccc1Cl,4,-11,1,15,-16,-1,-1.0,-6,0.6
O=C1CC(NS(=O)(=O)c2ccccc2F)CN1c1ccc2c(c1)OCCO2 (stereo not drawn),1,3,-2,9,-15,1,1.2,-2,0.7
CCCSc1ccc([C@H]2N[C@@](C)(C(=O)OC)[C@H]3C(=O)N(C)C(=O)[C@@H]23)cc1,18,0,-3,4,-12,-7,1.2,-16,0.0
CC1CCN(C(=O)C(=O)c2cn(CC(=O)N3CCCC3)c3ccccc23)CC1,0,-24,-4,4,-6,-7,-1.3,-21,-0.7
COc1cc(C(=O)OCC(=O)N(CC(C)C)C2CCS(=O)(=O)C2)cc(OC)c1C (stereo not drawn),9,-27,-2,-1,-1,-6,0.4,-16,0.7
COc1ccc(S(=O)(=O)NCC(=O)N(CC(=O)NCC2CCCO2)Cc2ccc(F)cc2)cc1 (stereo not drawn),0,-12,-2,5,-7,-3,0.9,-3,-0.3
CN(Cc1ccccc1Cl)C(=O)CCNC(=O)c1ccco1,1,-13,0,11,-14,.,.,.,.
COc1cc(C(=O)Oc2cccc(C)c2)cc(OC)c1OC,1,-7,-4,1,3,-8,-2.4,-24,-1.1
Cc1ccc(NS(=O)(=O)c2cc3c4c(cccc4c2)C(=O)NC3=O)cc1C,0,11,1,4,-9,-6,0.6,-29,0.7
CN(Cc1cccc(Cl)c1Cl)C(=O)c1cc(S(=O)(=O)N2CCOCC2)ccc1F,3,1,-4,-7,0,-1,3.6,-20,3.4
CCN(C(=O)CN1CCCc2cc(C)ccc21)c1c(N)n(Cc2ccccc2)c(=O)[nH]c1=O,21,3,-2,9,-3,.,.,.,.
Cc1ccc(C)c(-n2c(Cc3cc(=O)[nH]c(=O)[nH]3)nnc2SCC(=O)NCc2ccco2)c1,1,-6,-1,11,-11,-6,0.1,-3,-0.2
COc1ccc(-c2c(-c3cc(OC)cc(OC)c3)n(C)c3ccc(-c4cnc(N)nc4)cc23)cc1,8,13,-2,8,-6,6,0.4,-12,0.2
COc1ccccc1N1CCN(C(=O)COc2ccc(S(=O)(=O)NC(C)(C)C)cc2)CC1,.,.,.,.,.,-10,1.4,-9,2.0
COc1cc(OC)cc(C(=O)Nc2cccc3cccnc23)c1,0,-15,-4,7,-6,-16,-1.9,-12,-1.4
CCOC(=O)C1=C(C)N=c2s/c(=C\c3ccc(OCC(=O)O)cc3)c(=O)n2C1c1ccc(OC(C)C)cc1 (stereo not drawn),0,-1,-3,-4,-2,-4,-0.6,-2,0.1
# Continued.
SMILES,TAAR1 agonist,TAAR1 antagonist,M1 ag,M1 PAM,CHRM1 antagonist,OXTR potentiator,OXTR agonist,CHO parental Ca,V1R ag counter
CC(C)Cn1c(SCC(=O)NC2CC2)nc2ccccc21,-1,5,-5,5,2,.,.,.,.
COc1ccc(-c2cc(C(=O)N3CCOCC3)no2)cc1,3,-8,0,9,-17,-8,1.7,-1,1.6
COc1cccc(NC(=O)C2CCC(CNS(=O)(=O)c3ccc4c(c3)CC(C)N4C(C)=O)CC2)c1 (stereo not drawn),6,42,1,-7,11,-12,2.9,-17,5.2
COc1cc(NC(=S)N2CCN(Cc3ccccc3)CC2)cc(OC)c1,1,-7,-6,10,-11,-2,0.4,-10,1.3
CC(=O)CC(=O)Nc1ccn(-c2ccccc2)n1,17,14,3,-4,16,-4,-0.9,-17,0.4
CCc1cc(C=C(Cl)Cl)oc(=O)c1C,.,.,-15,-7,6,1,-2.2,-8,-0.7
O=C(c1ccc(S(=O)(=O)N2CCCCC2)cc1)N1CCN(c2ccccc2F)CC1,-1,-3,-8,9,-16,-7,-2.2,0,0.4
Cc1ccc(C)c(OCCC(=O)NNC(=O)Cn2nc(C)cc2C)c1,1,-3,-4,8,-9,-11,-1.2,-32,0.2
Cc1cc(C)n(-c2ccc(C(=O)NC3CCCCC3)cc2)n1,2,-11,-4,6,0,-6,-0.8,-14,-0.6
CC1(C)Cc2cccc(OCC(=O)Nc3nccs3)c2O1,8,19,-3,2,-6,-10,-2.9,-27,-1.3
C/C(=N\NC(=O)c1cc(O)ccc1O)c1cccc(NC(=O)c2cccc(Cl)c2)c1,19,45,-2,4,-3,-10,-0.4,-11,0.0
COc1ccc(C2Nc3ccccc3C(=O)N2O)cc1CN1CCOCC1 (stereo not drawn),1,13,-12,7,-10,5,0.0,-15,0.5
O=C(O)CN1C(=O)CSc2ccccc21,0,15,-2,9,-12,-9,1.5,6,0.1
CCN(C1CCCCC1)S(=O)(=O)c1ccc(S(=O)(=O)N(CC(=O)Nc2ccccc2)C2CC2)cc1,8,48,-2,4,-6,-5,-0.6,-19,-0.1
COc1c(Br)cc(/C=N/n2c(-c3ccccc3)n[nH]c2=S)c(O)c1Br,0,-25,-3,11,-13,-9,0.0,-10,1.4
O=C(CN1CCN(S(=O)(=O)c2cccs2)CC1)N1CCCCC1,3,-20,-3,7,-5,.,.,.,.
CCn1c(CNC(=O)C2CCCCC2)cc2cc(C)ccc21,-1,-11,-2,16,-15,.,.,.,.
C=Cn1ccnc1P(=S)(c1ccc2c(c1)c1ccccc1n2CC)c1nccn1C=C,10,8,-5,1,1,-3,3.2,0,0.9
CCC(C)N(C(=O)CSc1nnc2ccccn12)C1CCS(=O)(=O)C1 (stereo not drawn),1,-17,-3,1,6,.,.,.,.
CCOC(=O)C(C)N1CC(=O)N(c2ccccc2)C1=O (stereo not drawn),2,-18,-5,3,-12,-3,-0.2,-9,0.1
COc1cc2c(cc1OC)C(c1cc([N+](=O)[O-])ccc1O)NCC2 (stereo not drawn),7,5,-4,11,-14,-7,0.2,4,-0.5
CC(C)N(C(=O)COC(=O)[C@@H]1CC(O)CN1S(=O)(=O)c1ccccc1[N+](=O)[O-])C(C)C (stereo partly drawn),0,-28,-5,8,-9,1,-0.8,-3,0.6

# A different layout for 2 compounds above:
structure | TAAR1 agonist | TAAR1 antagonist | M1 ag | M1 PAM | CHRM1 antagonist | OXTR potentiator | OXTR agonist | CHO parental Ca | V1R ag counter
CCN(C1CCCCC1)S(=O)(=O)c1ccc(S(=O)(=O)N(CC(=O)Nc2ccccc2)C2CC2)cc1 | 8 | 48 | -2 | 4 | -6 | -5 | -0.6 | -19 | -0.1
C=Cn1ccnc1P(=S)(c1ccc2c(c1)c1ccccc1n2CC)c1nccn1C=C | 10 | 8 | -5 | 1 | 1 | -3 | 3.2 | 0 | 0.9

# Grouped by structure: the compounds so far with a halogen.
SMILES,TAAR1 agonist,TAAR1 antagonist,M1 ag,M1 PAM,CHRM1 antagonist,OXTR potentiator,OXTR agonist,CHO parental Ca,V1R ag counter
CN(CC1CCCN(CCc2ccc(Cl)cc2)C1)C(=O)c1ccco1 (stereo not drawn),-1,-20,-6,-16,35*,-13,0.3,-27,1.2
O=C(c1cc(COc2cccc3cnccc23)on1)N1CCC(c2ccccc2Cl)C1 (stereo not drawn),5,12,0,-15,42,-11,4.0,0,6.0
O=C(Nc1ccon1)Nc1cc(Cl)ccc1Cl,4,-11,1,15,-16,-1,-1.0,-6,0.6
O=C1CC(NS(=O)(=O)c2ccccc2F)CN1c1ccc2c(c1)OCCO2 (stereo not drawn),1,3,-2,9,-15,1,1.2,-2,0.7
COc1ccc(S(=O)(=O)NCC(=O)N(CC(=O)NCC2CCCO2)Cc2ccc(F)cc2)cc1 (stereo not drawn),0,-12,-2,5,-7,-3,0.9,-3,-0.3
CN(Cc1ccccc1Cl)C(=O)CCNC(=O)c1ccco1,1,-13,0,11,-14,.,.,.,.
CN(Cc1cccc(Cl)c1Cl)C(=O)c1cc(S(=O)(=O)N2CCOCC2)ccc1F,3,1,-4,-7,0,-1,3.6,-20,3.4
CCc1cc(C=C(Cl)Cl)oc(=O)c1C,.,.,-15,-7,6,1,-2.2,-8,-0.7
O=C(c1ccc(S(=O)(=O)N2CCCCC2)cc1)N1CCN(c2ccccc2F)CC1,-1,-3,-8,9,-16,-7,-2.2,0,0.4
C/C(=N\NC(=O)c1cc(O)ccc1O)c1cccc(NC(=O)c2cccc(Cl)c2)c1,19,45,-2,4,-3,-10,-0.4,-11,0.0
COc1c(Br)cc(/C=N/n2c(-c3ccccc3)n[nH]c2=S)c(O)c1Br,0,-25,-3,11,-13,-9,0.0,-10,1.4

# Screens as filed in PubChem.
